High-throughput results from PubChem BioAssay.
Vc quorum ag = quorum light induction in luxS cqsA deficient V. cholerae; V. cholerae BH1578 lux reporter, luminescence, 6 h; activation, % at 18.7 µM; AID 588436; 350,000 compounds, 0.16% hits; in the data active means activation mostly above about 9.7%, no sharp cut-off; inconclusive means no clear call, values can overlap the other calls; inactive means mostly below about 3.7%; further: not every result past the cut was called active; inactives centre near 0; reference of the scale not given here
PfHsp40 rescue = rescue of PfHsp40-mediated yeast toxicity; S. cerevisiae expressing PfHsp40, growth rescue, ATP luminescence; growth rescue, % at 12.5 µM; 340,000 compounds, 0.68% hits; in the data active means growth rescue above about 28%, passing the limit was not always enough; inconclusive means no clear call, values can overlap the other calls;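 further: yeast W303a lacking pdr1 and pdr3 grown in galactose medium; growth measured after three days at 30 °C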
Y pestis TopoI = blocks Yersinia pestis topoisomerase I activity; activity, % at 10 µM; 360,000 compounds, 0.064% hits; Y. pestis Topo-I cleavage product accumulation, plate reader; in the data active means activity above about 50%, passing the limit was not always enough; inconclusive means no clear call, values can overlap the other calls; further: inactives centre near 2
TcdB inh = inhibitors of Clostridioides difficile toxin B glycohydrolase; TcdB glycohydrolase enzymatic assay, plate reader; 350,000 compounds, 0.24% hits; AID 652162; P18177; inhibition, % at 9.99 µM; in the data active means inhibition above about 10%
3CLpro inhibitor = SARS-CoV 3CLpro protease inhibition; P0C6X7; recombinant SARS-CoV 3CLpro, quenched FRET peptide cleavage; inhibition, % at 6 µM; 290,000 compounds, 0.14% hits; AID 1706; in the data active means inhibition above about 12%
SSB-PriA inh = inhibitors of Klebsiella pneumoniae PriA binding to SSB C-terminal tail; AID 1272365; 430,000 compounds, 0.6% hits; AlphaScreen SSBct-PriA binding, biotinylated peptide; inhibition, % at 33 µM; in the data active means inhibition mostly above about 37%, no sharp cut-off; inactive means mostly below about 20%;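 further: plate controls were negative control peptide for no effect and reference peptide for full effect; strong numbers were not always called active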
Anthrax LF prot = blocks Bacillus anthracis lethal factor protease. P15917. multiplex microsphere protease cleavage assay, LF. inhibition, % at 10 µM. 360,000 compounds, 0.12% hits; further: plate controls were buffer without enzyme for full effect and enzyme alone for no effect
Target sequence (P15917 whole entry, looked up): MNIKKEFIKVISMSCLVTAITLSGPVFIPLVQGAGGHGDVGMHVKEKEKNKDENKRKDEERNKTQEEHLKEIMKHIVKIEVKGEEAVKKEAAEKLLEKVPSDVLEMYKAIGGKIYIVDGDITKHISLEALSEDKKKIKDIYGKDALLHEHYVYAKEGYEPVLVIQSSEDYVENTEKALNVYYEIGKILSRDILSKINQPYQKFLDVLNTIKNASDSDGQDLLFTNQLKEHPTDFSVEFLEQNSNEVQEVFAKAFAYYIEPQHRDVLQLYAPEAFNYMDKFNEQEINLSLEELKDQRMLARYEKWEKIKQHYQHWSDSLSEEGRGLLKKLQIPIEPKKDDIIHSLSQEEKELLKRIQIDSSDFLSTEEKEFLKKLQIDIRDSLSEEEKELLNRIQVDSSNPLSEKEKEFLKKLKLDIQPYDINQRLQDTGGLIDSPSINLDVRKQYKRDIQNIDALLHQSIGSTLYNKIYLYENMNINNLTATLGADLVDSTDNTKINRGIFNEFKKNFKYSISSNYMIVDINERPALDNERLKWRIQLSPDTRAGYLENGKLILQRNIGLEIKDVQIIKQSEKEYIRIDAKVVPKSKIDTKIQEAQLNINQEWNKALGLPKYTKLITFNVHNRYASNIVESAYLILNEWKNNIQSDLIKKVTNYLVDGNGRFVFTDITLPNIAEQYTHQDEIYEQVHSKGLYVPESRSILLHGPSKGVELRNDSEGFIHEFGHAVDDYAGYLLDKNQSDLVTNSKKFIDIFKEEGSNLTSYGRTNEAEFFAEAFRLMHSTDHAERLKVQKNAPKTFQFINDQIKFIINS
PrPC TRFRET = inhibitors of human cell surface prion protein PrPC; P04156; TR-FRET read-out; inhibition, % at 13.8 µM; 370,000 compounds, 0.43% hits; in the data active means inhibition above about 24%; further: 0% = median of the test wells and 100% = reference compound wells
BoNT A protease = inhibitors of Botulinum neurotoxin A light chain protease; AID 588499; multiplex microsphere protease substrate cleavage, flow cytometry; inhibition, % at 10 µM; 360,000 compounds, 0.17% hits; further: plate controls were buffer without enzyme for full effect and enzyme alone for no effect
* hit, by the source's call; i = inactive; u = inconclusive; x = no result given; & = joins results of further samples. Unless noted, no stated cut-off is given here; in the data, active means inhibition above about 30%; inconclusive means no clear call, values can overlap the other calls; inactive means below that. These rows are one share of the data; rates above refer to the full screens.

Preview (two entries):
Key to letters – A = Vc quorum ag; B = PfHsp40 rescue; C = Y pestis TopoI; D = TcdB inh; E = 3CLpro inhibitor; F = SSB-PriA inh; G = Anthrax LF prot; H = PrPC TRFRET; I = BoNT A protease
CC(=O)NCC(=O)N1CCC(n2nccc2NC(=O)CCCc2ccccc2)CC1
  A: -0.8	B: -1.2	C: 3	D: -0.1	E: -5	F: 0	G: -3	H: -3	I: -6.4

CCOCc1[nH]c(=S)[nH]c(=O)c1Cc1ccc(OCC)cc1
  A: 0.7	B: -0.3	C: -6	D: 1.0	E: -1	F: -9	G: 5	H: -7	I: 0.1

All compounds of this part, from the first entry:
Key to letters – A = Vc quorum ag; B = PfHsp40 rescue; C = Y pestis TopoI; D = TcdB inh; E = 3CLpro inhibitor; F = SSB-PriA inh; G = Anthrax LF prot; H = PrPC TRFRET; I = BoNT A protease
CC(=O)NCC(=O)N1CCC(n2nccc2NC(=O)CCCc2ccccc2)CC1
  A: -0.8	B: -1.2	C: 3	D: -0.1	E: -5	F: 0	G: -3	H: -3	I: -6.4

CCOCc1[nH]c(=S)[nH]c(=O)c1Cc1ccc(OCC)cc1
  A: 0.7	B: -0.3	C: -6	D: 1.0	E: -1	F: -9	G: 5	H: -7	I: 0.1

Cc1ccc(NC(=O)CCCN2C(=O)/C(=C/C=C/c3ccccc3)SC2=S)cc1
  A: i	B: -0.5	C: -4	D: x	E: -4	F: 4&6	G: 13	H: 3	I: 29

CN1C(=O)C(=Cc2cn(CC(=O)N3CCCCC3)c3ccccc23)C(=O)N(C)C1=O
  A: -4.0	B: 0.2	C: 0	D: x	E: 2	F: -10	G: 3	H: x	I: 1.2

Cc1nnc(-c2cnn(-c3ccccc3)c2N)n1Cc1ccncc1
  A: i	B: -0.2	C: 6	D: x	E: -3	F: -3	G: 0	H: 0	I: u

O=C(O)c1ccc(COc2ccccc2/C=C2\NC(=O)N(Cc3ccccc3)C2=O)cc1
  A: -0.6	B: 3.5	C: 9	D: 1.4	E: 10	F: -9	G: 0	H: 8	I: -0.2

CN(C(=O)c1ccc(NC(=O)Cc2cccc(NC(=O)C3CCCN(C(=O)C4CC4)C3)c2)cc1)C1CC1 (stereo not given)
  A: i	B: -0.3	C: 15	D: 0.5	E: x	F: -12	G: -5	H: 4	I: -0.1

COC(=O)c1nnn(-c2nonc2N)c1CSc1ccccn1
  A: i	B: -0.2	C: -6	D: x	E: -2	F: -9	G: 1	H: 8	I: 0.1

Cc1cc(-c2nnc(CCC(=O)NC(C)c3ccc(F)cc3)o2)no1 (stereo not given)
  A: -0.8	B: 0.1	C: -3	D: 0.0	E: -5	F: -11	G: 1	H: -4	I: -0.3

Nc1nc(SCc2c(Cl)cccc2Cl)n[nH]1
  A: -0.3	B: 7.6	C: -5	D: x	E: -2	F: -11	G: 1	H: 1	I: -1.1

Cc1ccc(S(=O)(=O)n2nc(-c3ccco3)nc2SCc2ccccc2)cc1
  A: -0.3	B: 1.1	C: 5	D: x	E: 12	F: -2	G: -3	H: 2	I: -1.2

O=C(CN(C(=O)c1ccc(Cl)cc1)C1CCCCC1)Nc1ccc(Cl)c([N+](=O)[O-])c1
  A: 0.8	B: -1.0	C: -8	D: 0.7	E: -1	F: 1	G: 0	H: 3	I: 0.1

Cc1ccc2nc(SCC(=O)Nc3ccc(F)cc3)nc(=O)n2c1
  A: i	B: -1.2	C: 4	D: 0.8	E: x	F: 1	G: -1	H: -1	I: -5.8

Cc1c(Cl)cccc1NC(=O)CCCN1C(=O)c2cccnc2C1=O
  A: i	B: 2.1	C: -3	D: -1.1	E: 4	F: 0	G: 2	H: 9	I: 0.6

CN1CCN(NC(=O)c2ccc(F)cc2)CC1
  A: -0.3	B: 0.8	C: -2	D: x	E: -1	F: -1	G: -1	H: -3	I: -0.1

COc1cc(C(=O)NCCNc2nc3c(C)cccc3cc2C#N)cc(OC)c1OC
  A: i	B: x	C: 7	D: 0.9	E: x	F: x	G: 5	H: -8	I: 0.6

COc1ccc(CCN2C(=O)c3cccnc3C2=O)cc1OC
  A: i	B: -0.2	C: 5	D: x	E: -3	F: -20	G: x	H: -8	I: x

CC(C)(C)n1nc2c(c1NC(=O)c1ccco1)CS(=O)C2 (stereo not given)
  A: i	B: -0.5	C: 7	D: x	E: -2	F: -7	G: 0	H: 5	I: -0.9

Cc1ccc(C(C)C)c(OCc2n[nH]c(=S)o2)c1
  A: i	B: 5.8	C: 1	D: -2.7	E: 4	F: -10	G: 0	H: -2	I: 0.5

CS(=O)(=O)c1cnc2c(-c3ccc(F)cc3)cnn2c1N
  A: -3.8	B: 0.1	C: 5	D: x	E: -6	F: -1	G: 0	H: -3	I: u

COc1cccc(NC(C)C(=O)Nc2cc([N+](=O)[O-])ccc2Cl)c1 (stereo not given)
  A: -0.2	B: -0.6	C: 1	D: 1.9	E: -5	F: -2	G: -3	H: -14	I: 0.0

COc1cccc(-c2nnc(NC(=O)Cc3cccs3)s2)c1
  A: i	B: 0.0	C: -4	D: x	E: 2	F: -7	G: -6	H: 6	I: -2.5

COC(=O)CCC(=O)OC1(C)C(=O)C=C2C=C(C3CC3)N(CCc3ccccn3)C=C2C1=O (stereo not given)
  A: -0.7	B: -0.3	C: -2	D: -3.7	E: x	F: -20	G: -8	H: -18	I: 0.1

COc1cc2c(c(OC)c1OC)-c1ccc(NC(=O)c3ccccc3)c(=O)cc1[C@@H](NC(C)=O)CC2
  A: i	B: 2.6	C: -1	D: 0.7	E: -1	F: -11	G: -12	H: -12	I: -0.3

Cc1ccc(NC(=O)c2cccc(N3C(=O)C4C5CCC(C5)C4C3=O)c2)c(C)c1 (stereo not given)
  A: i	B: -0.6	C: 5	D: x	E: 3	F: -10	G: 0	H: 0	I: -0.3

Cc1cccc(C)c1NC(=O)C(c1ccc([N+](=O)[O-])cc1)N(C)C(=O)c1ccccn1 (stereo not given)
  A: -0.3	B: -1.3	C: 10	D: 0.5	E: 2	F: -6	G: -4	H: -14	I: 0.0

CNS(=O)(=O)c1cc(Br)ccc1S(=O)c1ccccc1C(=O)O (stereo not given)
  A: i	B: -0.7	C: 6	D: -0.6	E: 2	F: -11	G: -22	H: -1	I: u

CCOC(=O)C1=C(CC)Nc2ccccc2N=C1N
  A: -0.3	B: 1.1	C: -7	D: 0.7	E: 5	F: -2	G: -2	H: -6	I: -0.3

O=C(COc1ccccc1Cl)Nc1ccc2c(c1)C(=O)NC2=O
  A: -0.2	B: 0.4	C: 4	D: -0.2	E: -13	F: 2	G: 0	H: 1	I: -0.4

N/C(=N\c1nc2c(c(=O)[nH]1)CCCC2)Nc1ccccc1
  A: i	B: -0.3	C: 9	D: x	E: 6	F: x	G: 1	H: -1	I: 0.4

COc1ccc(-n2c(C)nnc2SCC(=O)NC2CC2)cc1
  A: -4.8	B: 0.5	C: 6	D: -1.1	E: 2	F: -14	G: -4	H: -4	I: -1.6

COc1ccc(CCN(Cc2ccccn2)C(=S)Nc2ccccc2F)cc1OC
  A: -0.4	B: 0.6	C: -4	D: 0.5	E: 2	F: 0	G: 0	H: -5	I: 0.1

c1ccc(CNC2=NCCCCC2)cc1
  A: i	B: -1.0	C: 4	D: x	E: -2	F: -3	G: -6	H: 2	I: -0.5

O=C(O)c1ccc(S(=O)(=O)c2ccc3c(c2)C(=O)N(NC(=O)c2ccccc2)C3=O)cc1
  A: -2.1	B: 0.2	C: 2	D: -3.5	E: 3	F: -8	G: 0	H: -1	I: -0.7

COc1ccc(Nc2c3c(nc4ccc(C)cc24)CCC3)cc1
  A: i	B: -1.1	C: -2	D: -0.7	E: -2	F: 18	G: 3	H: 6	I: -1.0

Cc1ccc2nc(C3CCCCC3)[nH]c2c1
  A: i	B: -0.1	C: 2	D: 2.7	E: 0	F: -18	G: -8	H: 2	I: -7.3

CCCCC(CC)C(=O)Nc1ccc(S(=O)(=O)N2CCCC2)cc1 (stereo not given)
  A: -0.1	B: 0.3	C: 26	D: 0.2	E: -7	F: -26	G: -7	H: 6	I: 2.4

CCCNC(C)(C)COC(=O)c1ccccc1
  A: i	B: -0.7	C: 0	D: 1.2	E: x	F: -5	G: 3	H: 1	I: 0.0

O=C1Cc2cc(S(=O)(=O)N3CCN(c4ccc(C(=O)O)cc4)CC3)ccc2N1
  A: -0.7	B: x	C: -5	D: -1.5	E: x	F: x	G: -4	H: -10	I: 0.0

CCOC(=O)C1CCCN(CCC(=O)Nc2ccccc2C)C1 (stereo not given)
  A: -0.3	B: -0.2	C: -14	D: 0.2	E: -7	F: -8	G: -2	H: 6	I: -0.1

COc1ccc(NC2CCCN(C(=O)C3(C)CCCCC3)C2)cc1 (stereo not given)
  A: -3.1	B: -1.0	C: 13	D: 0.8	E: -2	F: 15	G: 0	H: 6	I: -2.3

CCCCn1nc2cc(C(=O)NCC34CC5CC(CC(C5)C3)C4)ccc2c1OCC
  A: i	B: 7.4	C: 39	D: 1.1	E: 7	F: -4	G: -6	H: 0	I: -0.7

CC(=O)Nc1ccc2nc3c(=O)n(C)c(=O)n(C)c3nc2c1
  A: -0.8	B: -0.5	C: -7	D: 2.0	E: -3	F: 1	G: -9	H: -50	I: -4.5

COc1cc(C(=S)N2CCCC2)ccc1OCC(N)=O
  A: i	B: -1.3	C: 8	D: 0.4	E: -1	F: -23	G: -2	H: -8	I: 0.9

CCCn1nc(C(=O)NNC(=O)c2ccc(C)c(C)c2)c2ccccc2c1=O
  A: 1.9	B: -0.6	C: 14	D: -0.6	E: x	F: -12	G: -4	H: 0	I: -0.5

COc1ccc(C2(C)C(C#N)C(=O)NC(=O)C2C#N)cc1 (stereo not given)
  A: -0.9	B: 0.4	C: 9	D: 1.1	E: x	F: -7	G: -9	H: 4	I: -0.2

O=c1c2c3c(sc2nc2n1CCC2)CCCC3
  A: -0.3	B: 0.3	C: 1	D: 0.4	E: 0	F: -15	G: -2	H: -2	I: 0.1

CCc1ccc(-n2c(=O)c3ccccc3n3c(=S)[nH]nc23)cc1
  A: 0.2	B: -0.4	C: 6	D: 0.7	E: 1	F: -13	G: 5	H: 0	I: -1.3

COC(C[C@@H](O)CC(=O)[C@H](C)OCc1ccccc1)OC
  A: i	B: -0.3	C: -4	D: 1.9	E: x	F: -9	G: -9	H: 3	I: -0.2

CCN(C(=O)c1c(OC)cccc1OC)c1nnc(-c2cccnc2)s1
  A: -0.5	B: -0.8	C: -1	D: x	E: -1	F: -17	G: -4	H: 1	I: 1.3

CCOc1ccc(NC(=O)C2CCN(c3nnnn3-c3ccccc3)CC2)cc1
  A: -0.4	B: 1.0	C: 17	D: x	E: 5	F: 9	G: -5	H: 4	I: -1.0

COc1cccc(C(=O)Nc2ccc3ccccc3c2)c1
  A: -0.7	B: 0.9	C: 3	D: 3.2	E: -5	F: -7	G: 1	H: 1	I: -4.5

COc1ccc(-n2nc(C(=O)NCC(=O)NCCCN3CCCCCC3)c3ccccc3c2=O)cc1Cl
  A: -1.3	B: 0.3	C: 17	D: -0.2	E: -3	F: 4	G: -6	H: -19	I: 0.5

O=C(NCc1ccco1)C1CCCN(S(=O)(=O)c2ccccc2)C1 (stereo not given)
  A: -0.2	B: -1.6	C: 2	D: 3.1	E: -5	F: 3	G: -1	H: 0	I: 4.9

COc1cccc(NC(=O)COc2cccnc2[N+](=O)[O-])c1
  A: -1.3	B: 0.3	C: 1	D: -0.2	E: x	F: 2	G: -8	H: -8	I: 0.1

Cc1ccc(S(=O)(=O)N[C@@H](Cc2ccccc2)C(=O)N2CCC(C(=O)N[C@@H](CCC(N)=O)C(=O)O)CC2)cc1
  A: -0.4	B: 1.1	C: 3	D: -0.3	E: -3	F: 3	G: -5	H: -1	I: 1.5

CCc1nc(C)ccc1OCC(=O)O
  A: i	B: -0.3	C: 2	D: x	E: 8	F: -15	G: -1	H: 0	I: 0.4

O=C(O)c1cccnc1SC1CC(=O)N(c2ccc(OC(F)F)cc2)C1=O (stereo not given)
  A: -0.3	B: 0.4	C: 1	D: 0.6	E: 3	F: 1	G: -1	H: 3	I: -0.4

COc1cc(C(=O)NCCCN2CCCC2=O)ccc1OCc1ccc(Cl)cc1Cl
  A: -1.8	B: 0.3	C: 41	D: 0.3	E: x	F: -1	G: -4	H: 2	I: -5.6
